LMP1 NFkB inh – Epstein-Barr LMP1 NF-kappaB reporter inhibition | 350,000 tested, 0.69% active | inhibition, % at 12.5 µM | LMP1-induced NF-kappaB luciferase reporter cells, luminescence; in the data active = inhibition above about 41%;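 also: 0% = neutral control wells and 100% = reference inhibitor control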
Shn3 inh set2 – reduces Shn3 3'UTR luciferase signal in osteoblasts; inhibition, % at 12.5 µM; 360,000 tested, 0.52% active; Clone20 osteoblast Shn3 3'UTR firefly luciferase, 24 h; AID 588674;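 active = mean inhibition of at least 75% with every replicate also reaching 75%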;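 also: 0% = median of neutral control wells and 100% = pilot-screen positive control compound; some compounds past the cut are filed as inactive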
KKLEB cytotox – counter-screen for CF NF-kB inhibitors: cytotoxicity. KKLEB CF airway cells viability, ATPlite luminescence, overnight; active compounds read low; cells stimulated with P. aeruginosa culture filtrate. activity change (cytotoxicity), % at 5 µM. 360,000 tested, 0.36% active;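 active = corrected activity change at or below -50% at 5 µM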
COUP-TFII inh – NR2F2 (human) inhibition, primary screen | inhibition, % at 8.6 µM | HEK293T NGFI-A luciferase reporter, luminescence | 370,000 tested, 0.7% active | AID 686940;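 active = inhibition above a per-plate cutoff, mean inhibition of test wells between control levels plus 3 SD, cut at about 38% in these data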;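 also: cells cotransfected with COUP-TFII expression vector driving the NGFI-A reporter; 0% = median of COUP-TF2 test wells and 100% = reporter-only cells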
Target sequence (P24468 whole entry, looked up): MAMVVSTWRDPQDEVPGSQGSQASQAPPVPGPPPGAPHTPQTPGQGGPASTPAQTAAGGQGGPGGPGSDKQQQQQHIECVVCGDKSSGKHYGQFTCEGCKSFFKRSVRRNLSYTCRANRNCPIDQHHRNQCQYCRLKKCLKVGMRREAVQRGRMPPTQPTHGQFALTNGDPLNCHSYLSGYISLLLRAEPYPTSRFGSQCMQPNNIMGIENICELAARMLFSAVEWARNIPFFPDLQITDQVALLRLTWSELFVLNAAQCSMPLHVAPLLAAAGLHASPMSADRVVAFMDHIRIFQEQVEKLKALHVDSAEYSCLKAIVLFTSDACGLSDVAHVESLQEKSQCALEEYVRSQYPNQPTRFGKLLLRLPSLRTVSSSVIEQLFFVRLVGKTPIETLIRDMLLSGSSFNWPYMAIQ
NCOA1 inh – inhibits human SRC1 coactivator | Q15788 | AID 588354 | 360,000 tested, 0.12% active | HEK293 GAL4-SRC1 luciferase reporter, luminescence | inhibition, % at 3.6 µM;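 active = inhibition above the campaign mean plus 3 SD, with each screening campaign given its own cutoff, cut at about 60% in these data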;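 also: 0% = DMSO treated cells and 100% = gossypol at 36 µM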
C8 TRAIL sens – caspase-8 TRAIL sensitization | NB7+C8 cells + TRAIL, ATPlite viability luminescence | inhibition (viability loss, TRAIL sensitization), % at 10 µM | 360,000 tested, 1% active;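 active = compounds causing at least 50% loss of cell viability in the single-dose screen, relative to plate controls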
TWEAK-Fn14 inh – TWEAK-Fn14 signaling inhibition. TWEAK-stimulated Fn14 reporter cells, luciferase luminescence, 8 h. inhibition, % at 10 µM. 360,000 tested, 2% active; in the data active = inhibition above about 50%
NCOA3 inh – inhibitors of human steroid receptor coactivator 3 (SRC3). inhibition, % at 3.6 µM. HEK293 GAL4-SRC3 luciferase reporter, luminescence. 360,000 tested, 0.17% active;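 active = inhibition above a per-campaign cutoff, the mean of all compounds plus 3 SD, cut at about 60% in these data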;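 also: 0% = DMSO-treated cells and 100% = gossypol-treated cells at 36 µM; higher means less SRC3-driven luciferase light from the GAL4 reporter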
LRH-1 inv ag – inverse agonists of human LRH-1 (NR5A2); HEK293T StAR-luciferase reporter, LRH-1 transfected, 24 h; 360,000 tested, 0.13% active; inhibition, % at 3.6 µM;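 active = inhibition above the mean inhibition of all tested compounds plus 3 SD, cut at about 73% in these data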;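 also: 0% = DMSO wells and 100% = reporter-only cells lacking LRH-1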
Target sequence (O00482 whole entry, looked up): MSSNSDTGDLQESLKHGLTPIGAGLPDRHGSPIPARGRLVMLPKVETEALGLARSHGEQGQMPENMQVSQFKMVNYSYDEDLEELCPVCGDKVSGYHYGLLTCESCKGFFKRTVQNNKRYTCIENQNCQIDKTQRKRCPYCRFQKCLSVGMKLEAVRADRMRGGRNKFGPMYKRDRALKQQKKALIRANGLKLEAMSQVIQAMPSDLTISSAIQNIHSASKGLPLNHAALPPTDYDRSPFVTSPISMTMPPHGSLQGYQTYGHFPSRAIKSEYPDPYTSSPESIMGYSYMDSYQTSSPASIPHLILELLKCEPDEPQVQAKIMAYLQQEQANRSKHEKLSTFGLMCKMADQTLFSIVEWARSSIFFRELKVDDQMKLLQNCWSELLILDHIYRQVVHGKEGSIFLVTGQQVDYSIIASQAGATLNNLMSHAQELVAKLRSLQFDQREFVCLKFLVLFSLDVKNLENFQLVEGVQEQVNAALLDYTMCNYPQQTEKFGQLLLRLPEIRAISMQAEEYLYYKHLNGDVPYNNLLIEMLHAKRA
CF NFkB block – inhibitors of cystic fibrosis induced NF-kB | KKLEB NF-kB-GFP reporter, PAF-induced, GFP fluorescence overnight | inhibition, % at 5 µM | 360,000 tested, 0.86% active | AID 588850;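 active = at least 50% inhibition at 5 µM, scaled per plate between neutral and stimulator controls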;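 also: PAF is a Pseudomonas aeruginosa culture filtrate used as stimulus; plate controls were PAF-stimulated DMSO wells for no effect and unstimulated DMSO wells for full effect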
TROY signal inh – TROY signaling inhibition | Q293 LMP1-TROYcd NF-kB luciferase reporter, 4 h | inhibition, % at 10 µM | 360,000 tested, 0.98% active | AID 1347056;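 active = compounds whose plate-normalised and pattern-corrected inhibition of the luciferase reporter signal at the single screening dose is 50% or more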
* = called active by the depositor; · = not tested or not shown. An excerpt. The share of hits here may be higher or lower than overall.

SMILES	LMP1 NFkB inh	Shn3 inh set2	KKLEB cytotox	COUP-TFII inh	NCOA1 inh	C8 TRAIL sens	TWEAK-Fn14 inh	NCOA3 inh	LRH-1 inv ag	CF NFkB block	TROY signal inh
CC(C)(C)NS(=O)(=O)c1ccc(CCC(=O)Nc2cc(Cl)ccc2Oc2ccccc2)cc1	-3	70	-18	4	-4	-3	47	-2	15	-6	28
O=C(NCCC1CCCCN1S(=O)(=O)c1ccc(Cl)cc1)C(=O)NCc1ccco1 (stereo unspecified)	-3	42	-1	6	-9	28	-18	-5	-8	9	8
Cn1c(=S)c2[nH]c(SCCN3CCCC3)nc2n(C)c1=O	-8	6	6	1	-2	-14	8	-14	8	-6	-5
COc1ccccc1CNC(=O)COC(=O)c1n[nH]c2ccccc12	13	17	4	8	-2	-5	3	-3	16	3	-5
CC(C(=O)NCC1CCCO1)N(C(=O)c1snc(C(N)=O)c1N)c1cccc(F)c1 (stereo unspecified)	34	-28	17	-5	-10	-17	3	7	14	8	-4
O=C(CCC(=O)CCN1CCCCC1)CCN1CCCCC1	-5	-13	-2	2	13	22	1	14	7	-10	10
CCCN(CC(=O)Nc1ccccc1OC)Cc1c(O)ccc2ccccc12	-5	14	10	8	-8	5	18	-5	5	-14	12
COc1ccc(N2C(=O)c3ccccc3NC2c2ccc(NC(C)=O)cc2)c(OC)c1 (stereo unspecified)	-5	5	-9	-2	-17	8	5	-4	0	-8	7
COc1ccc(Cn2c(C)c(C)c(C#N)c2NC(=O)Nc2ccccc2)cc1	8	5	3	-8	4	-3	3	6	-5	5	-1
Cc1ccc(NC(=O)c2cc(-c3ccco3)on2)cc1C	-44	-8	4	-52	-5	-15	13	-25	-46	6	-57
CCN(C(=O)COC(=O)c1ncc(Cl)c(Cl)c1Cl)c1c(N)n(Cc2ccccc2)c(=O)[nH]c1=O	-3	-12	-1	-21	7	-1	15	-6	-9	19	-15
CCCc1cc(N2CCN(c3ccccn3)CC2)n2nc(C)c(-c3ccccc3)c2n1	3	-1	18	-1	-10	0	17	-15	14	-22	14
C=CCNC(=O)c1onc(CSc2cccc(C)c2)c1C(=O)O	-4	-5	20	6	-8	-5	-7	-2	-5	-22	6
N#CCC(=O)Nc1ccc(C(=O)Nc2ccc3c(c2)OCO3)cc1	-14	-16	5	-8	-14	4	-14	3	-23	4	-20
COc1ccc(OC)c2sc(NC(=O)C(C)C)nc12	6	-17	-5	0	4	-13	18	-5	1	4	-5
COc1ccc(C(=O)NCc2ccccc2CN2CCCC2)cc1S(=O)(=O)N1CCOCC1	2	-6	-15	-5	-6	-6	-4	9	-13	11	2
Cc1ccccc1C(=O)N(C)Cc1ccccc1	4	-3	-3	-4	11	-1	3	12	16	16	-11
CN(C)C(=O)[C@@H]1C[C@H]1[C@@H](NC(=O)OCc1ccccc1)c1ccccc1	2	-6	6	-19	-7	2	0	12	11	-26	-18
CC1(C)SC(C)(C)N(C=O)C1C(=O)O (stereo unspecified)	2	-17	1	5	5	-2	-6	-3	-2	-19	-9
S=C(NCCC(c1ccccc1)c1ccccc1)Nc1ccccc1Cl	2	5	0	-4	-7	-12	1	12	12	-3	32
COc1ccc(C(=O)CN2C(=O)NC3(CCCCCC3)C2=O)cc1	0	-25	16	-16	-31	0	10	-28	-26	-32	-42
CCCn1nc(C(=O)NCCc2ccc(S(N)(=O)=O)cc2)c2ccccc2c1=O	0	6	0	5	-15	12	-30	-6	-13	5	-16
C[C@H]1CN([C@@H](C)CO)C(=O)c2cc(-c3cccc(C(=O)N(C)C)c3)cnc2O[C@H]1CN(C)C(=O)Cc1ccccn1	-5	0	-2	7	-11	-5	-44	4	-15	-10	-23
Cc1cc(/C=N/NC(=O)C(=O)NCc2ccccn2)c(C)n1-c1ccccc1	-1	-4	7	-20	-19	33	-8	0	6	3	-16
Cc1cccc(NC(=O)c2sccc2-n2cccc2)c1C	1	16	1	0	0	13	20	8	-12	-8	-16
CCOC(=O)C1C(c2cc(OC)c(OC)c(OC)c2)NC(=S)NC1(O)C(F)(F)F (stereo unspecified)	4	-15	0	-4	-16	-3	-5	-4	11	-1	12
Brc1ccccc1-c1nnc(CSc2nnc3sc4ccccc4n23)o1	-6	-7	4	-3	-7	7	11	-15	13	-11	-17
CC(=O)Nc1ccc(N2C(=O)CC(N3CCN(Cc4ccc5c(c4)OCO5)CC3)C2=O)cc1 (stereo unspecified)	5	0	3	7	8	-16	-6	5	-5	14	5
CN(C)c1ccc(NC(=O)c2sc(SCC(=O)Nc3ccc(Br)cc3)nc2N)cc1	-8	-3	6	-5	-29	0	-24	-41	-10	14	-11
Cc1cc(S(=O)(=O)Nc2ccc(C(=O)NCC3(N(C)C)CCCCC3)cc2)ccc1F	0	-11	7	-1	2	17	-5	-9	-3	0	8
N#Cc1c(C(F)(F)F)cc(-c2cccs2)nc1N1CCCCC1	3	-1	-7	8	-14	-8	9	-17	-5	28	-25
Cc1ccc(OC(=O)CCC(=O)Nc2ccc(C)c(C)c2)cc1	1	2	1	-11	3	-26	4	10	6	-10	-13
CCc1cccc(CC)c1N(COC)C(=O)Cn1cnc2ccccc21	·	7	-3	-4	13	8	-1	11	3	16	-6
Cc1ncc([N+](=O)[O-])n1Cc1ccc(F)cc1	4	14	-6	-3	-35	-15	5	18	2	-17	8
COc1ccccc1C1CC(=O)Oc2cc(C)c(Br)c(C)c21 (stereo unspecified)	0	-21	12	14	-38	-8	-13	13	4	7	-3
CCCCCSc1nc2c(c(=O)[nH]c(=O)n2C)n1CC	82*	-2	4	-8	-16	-17	-7	-11	-13	-2	-2
C[C@@H]1CN([C@H](C)CO)C(=O)Cc2cc(NC(=O)Nc3ccccc3)ccc2O[C@@H]1CN(C)C(=O)Nc1ccc2c(c1)OCO2	-3	-12	-15	-2	3	5	-19	2	-1	5	-4
Cc1ccc(NC(=O)C(=O)C2C(=O)Nc3ccccc32)cc1 (stereo unspecified)	-15	-34	3	-21	-41	16	-4	-32	-6	-8	-44
Cc1cnc(C(=O)OCC(=O)NC2CCCCCC2)cn1	-15	7	-18	6	-6	-6	36	-1	-15	12	16
Cc1c(Cl)cccc1NC(=S)C(=C([O-])c1ccc(Cl)s1)[n+]1ccccc1	2	4	-2	-3	-8	8	-8	-4	6	6	9

LMP1 NFkB inh, what is marked active above.
canonical_smiles	LMP1 NFkB inh	Shn3 inh set2	COUP-TFII inh	NCOA1 inh	TWEAK-Fn14 inh	NCOA3 inh	LRH-1 inv ag	CF NFkB block
CCCCCSc1nc2c(c(=O)[nH]c(=O)n2C)n1CC	82*	-2	-8	-16	-7	-11	-13	-2

The results go on.
SMILES	LMP1 NFkB inh	Shn3 inh set2	KKLEB cytotox	COUP-TFII inh	NCOA1 inh	C8 TRAIL sens	TWEAK-Fn14 inh	NCOA3 inh	LRH-1 inv ag	CF NFkB block	TROY signal inh
S=C(NCc1cccnc1)Nc1ccc2c(c1)OCO2	2	-12	-4	6	-23	12	-3	-2	-3	-1	6
CC(C)OC(=O)CN1C(=O)C(=O)c2ccccc21	9	-27	0	27	-15	-7	-9	0	5	14	-10
Cc1ccc(NC(=O)CC2COc3ccccc3O2)cc1 (stereo unspecified)	-20	-28	7	-1	-47	-1	-24	-26	-28	-3	-52
NNC(=O)c1cn2ccccc2n1	-1	1	-4	-23	-44	-7	-17	-37	-87	8	-28
CC(C)c1csc(CN2CCC(C(=O)Nc3cccc(-c4ccco4)c3)CC2)n1	7	29	0	-4	17	-9	-4	8	-11	0	-2
O=C(O)COc1ccc2c(c1)O/C(=C\c1ccco1)C2=O	-7	1	1	-4	-4	-13	22	2	0	1	-11

As a working copy, some entries already given:
SMILES	LMP1 NFkB inh	Shn3 inh set2	KKLEB cytotox	COUP-TFII inh	NCOA1 inh	C8 TRAIL sens	TWEAK-Fn14 inh	NCOA3 inh	LRH-1 inv ag	CF NFkB block	TROY signal inh
Cc1ncc([N+](=O)[O-])n1Cc1ccc(F)cc1	4	14	-6	-3	-35	-15	5	18	2	-17	8
COc1ccccc1C1CC(=O)Oc2cc(C)c(Br)c(C)c21 (stereo unspecified)	0	-21	12	14	-38	-8	-13	13	4	7	-3
CCCCCSc1nc2c(c(=O)[nH]c(=O)n2C)n1CC	82*	-2	4	-8	-16	-17	-7	-11	-13	-2	-2
C[C@@H]1CN([C@H](C)CO)C(=O)Cc2cc(NC(=O)Nc3ccccc3)ccc2O[C@@H]1CN(C)C(=O)Nc1ccc2c(c1)OCO2	-3	-12	-15	-2	3	5	-19	2	-1	5	-4
Cc1ccc(NC(=O)C(=O)C2C(=O)Nc3ccccc32)cc1 (stereo unspecified)	-15	-34	3	-21	-41	16	-4	-32	-6	-8	-44
Cc1cnc(C(=O)OCC(=O)NC2CCCCCC2)cn1	-15	7	-18	6	-6	-6	36	-1	-15	12	16
Cc1c(Cl)cccc1NC(=S)C(=C([O-])c1ccc(Cl)s1)[n+]1ccccc1	2	4	-2	-3	-8	8	-8	-4	6	6	9
S=C(NCc1cccnc1)Nc1ccc2c(c1)OCO2	2	-12	-4	6	-23	12	-3	-2	-3	-1	6
CC(C)OC(=O)CN1C(=O)C(=O)c2ccccc21	9	-27	0	27	-15	-7	-9	0	5	14	-10
Cc1ccc(NC(=O)CC2COc3ccccc3O2)cc1 (stereo unspecified)	-20	-28	7	-1	-47	-1	-24	-26	-28	-3	-52
NNC(=O)c1cn2ccccc2n1	-1	1	-4	-23	-44	-7	-17	-37	-87	8	-28
CC(C)c1csc(CN2CCC(C(=O)Nc3cccc(-c4ccco4)c3)CC2)n1	7	29	0	-4	17	-9	-4	8	-11	0	-2
O=C(O)COc1ccc2c(c1)O/C(=C\c1ccco1)C2=O	-7	1	1	-4	-4	-13	22	2	0	1	-11
